KCNK9 inh = inhibitors of human KCNK9 two-pore domain potassium channel. HEK293 KCNK9, FluxOR thallium flux fluorescence; stronger effect = lower value. B-score at 10 µM. hit rate 1.2% among 310,000;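 active means ratio B-score over 3 SD below the library mean, with starting fluorescence within 5 SD of its mean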;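 further: negative B-score means less thallium flux so channel inhibition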
MrgX1 ag = agonists of human MrgX1 receptor; B-score at 10 µM; Q96LB2; hit rate 0.44% among 310,000; MrgX1-HEK293 cells, Fluo-4 calcium fluorescence, agonist mode; stronger effect = higher value; AID 588627;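 active means calcium response B-score plate-corrected fluorescence ratio at least 3 library SD, with starting fluorescence B-score inside 5 SD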
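times = overnight plating, then 30 min 37 °C plus 30 min room-temperature dye loading | assay system = stable human MrgX1 HEK293 cell line | input = fifteen thousand cells per well | signal = kinetic calcium dye fluorescence, Fluo-4 NW | dosing = compound delivered in addition one of three | read-out = B-scored fluorescence response ratio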
hERG protect = compounds protecting human hERG from proarrhythmic drug block | hit rate 0.51% among 310,000 | AID 1511 | CHO-hERG, FluxOR thallium flux, dofetilide IC70 present | activation (rescue from dofetilide block), less the hit threshold, % at 10 µM | Q12809;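 active means activation above the mean of controls blocked by dofetilide plus 5 SD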;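 further: thallium influx through hERG after potassium depolarization seen as dye fluorescence rise; in these data hits start at about 4.7%; inactives centre near -7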
ANO1 block = mouse TMEM16A channel inhibition, primary screen | Q8BHY3 | normalized B-score (activity score, 25-100; higher = stronger inhibition) at 10 µM | hit rate 1.2% among 310,000 | HEK293 TMEM16A/YFP iodide influx fluorescence, ionomycin;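 active means ratio plate-corrected score three or more library SD toward inhibition, starting fluorescence score within five deviations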;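 further: score derived from kinetic fluorescence span divided by baseline fluorescence per well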
ANO1 activ = activates or potentiates the mouse TMEM16A chloride channel. hit rate 0.3% among 340,000. B-score at 10 µM. Q8BHY3. HEK293 TMEM16A/YFP-H148Q/I152L, iodide quench fluorescence; stronger effect = lower value;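 active means fluorescence-ratio B-score plate-corrected deviation score at least 3 library SD below zero, with starting fluorescence score within 5 deviations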;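 further: channel opened by trigger with iodide after compound preincubation; score built on the fluorescence ratio of max minus min over baseline; more negative score means more quench and so TMEM16A activation or potentiation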
RGS4 inh = inhibitors of human RGS4. P49798. HEK293 M3R/RGS4 inducible, Fluo-4 calcium flux; stronger effect = higher value; triggered by carbachol at its EC20. B-score at 10 µM. hit rate 0.45% among 310,000;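 active means B-score, a plate-corrected calcium signal, over three deviations above library mean, with baseline fluorescence within five deviations of library mean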;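 further: RGS4 expression induced by doxycycline in cells with stable M3 receptor; B-score is computed from the integrated fluorescence ratio over baseline after carbachol; higher B-score means a larger calcium signal and so more RGS4 inhibition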
RGS4 act = RGS4 potentiation or activation; HEK293 M3R/inducible RGS4, carbachol calcium flux Fluo4; stronger effect = lower value; B-score at 10 µM; hit rate 0.92% among 310,000; AID 463111;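 active means B-score of the integrated calcium signal more than 4 SD below the library mean, with starting fluorescence not abnormally high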;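 further: negative B-score means reduced calcium response which marks RGS4 activation or potentiation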
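Assay system: HEK293 FlpIn-TREx cells, stable M3R, doxycycline-inducible RGS4 / Probe or stimulus: carbachol, ECmax concentration / Times: overnight RGS4 induction, 30 min dye load 37 °C, 20 min compound RT / Signal: kinetic calcium fluorescence imaging with Fluo4-AM dye, 2 µM / Measure: Agonist-evoked peak-minus-minimum fluorescence over baseline, integrated ratio, B score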
MrgX1 allo act = allosterically activates human MrgX1 receptor signaling; Q96LB2; MrgX1-HEK293, Fluo-4 calcium flux, FDSS; stronger effect = higher value; B-score at 10 µM; hit rate 0.63% among 310,000; AID 588675;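 active means plate-corrected calcium response at least 3 library SD above typical, normal starting fluorescence, not activating the receptor alone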;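 further: compound read alongside a low EC10 to EC30 dose of BAM8-22 agonist; peak minus trough fluorescence over baseline measured at the second addition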
KCNQ1 inh = human KCNQ1 channel inhibition | CHO-K1 KCNQ1, FluxOR thallium flux fluorescence; stronger effect = higher value | B-score at 10 µM | hit rate 1.3% among 310,000;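 active means compounds whose thallium flux B-score, printed positive for inhibition, exceeds three library SD while starting fluorescence stays within three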;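 further: channel opened by potassium depolarization with thallium stimulus after 20 min compound exposure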
Target sequence (P51787 whole entry, looked up): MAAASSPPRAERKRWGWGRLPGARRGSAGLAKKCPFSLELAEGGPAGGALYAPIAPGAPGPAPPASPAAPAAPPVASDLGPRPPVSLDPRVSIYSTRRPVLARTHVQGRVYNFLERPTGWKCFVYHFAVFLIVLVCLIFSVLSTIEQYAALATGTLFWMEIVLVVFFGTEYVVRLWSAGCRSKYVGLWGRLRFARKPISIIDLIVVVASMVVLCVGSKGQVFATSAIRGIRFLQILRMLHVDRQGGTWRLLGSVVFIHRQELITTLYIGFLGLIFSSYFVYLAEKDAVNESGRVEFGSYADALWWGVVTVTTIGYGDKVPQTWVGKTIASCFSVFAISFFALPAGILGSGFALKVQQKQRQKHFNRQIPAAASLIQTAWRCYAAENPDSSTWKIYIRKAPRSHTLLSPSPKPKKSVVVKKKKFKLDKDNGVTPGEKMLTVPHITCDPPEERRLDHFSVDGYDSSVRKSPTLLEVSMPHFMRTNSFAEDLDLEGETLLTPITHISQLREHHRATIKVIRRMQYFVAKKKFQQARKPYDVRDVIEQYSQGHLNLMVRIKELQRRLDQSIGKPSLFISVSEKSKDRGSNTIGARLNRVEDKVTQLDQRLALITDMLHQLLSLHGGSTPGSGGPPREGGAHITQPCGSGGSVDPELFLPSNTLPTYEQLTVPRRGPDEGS
KCNK3 block = human KCNK3 channel inhibition, primary screen; O14649; CHO-KCNK3 thallium flux, FluxOR fluorescence; stronger effect = lower value; B-score at 10 µM; hit rate 0.84% among 340,000; AID 602410;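 active means B-score under library mean minus 4 SD, starting fluorescence ratio at most library mean plus 5 SD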;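 further: more negative B-score means stronger inhibition of thallium flux through KCNK3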
Target sequence (O14649 whole entry, looked up): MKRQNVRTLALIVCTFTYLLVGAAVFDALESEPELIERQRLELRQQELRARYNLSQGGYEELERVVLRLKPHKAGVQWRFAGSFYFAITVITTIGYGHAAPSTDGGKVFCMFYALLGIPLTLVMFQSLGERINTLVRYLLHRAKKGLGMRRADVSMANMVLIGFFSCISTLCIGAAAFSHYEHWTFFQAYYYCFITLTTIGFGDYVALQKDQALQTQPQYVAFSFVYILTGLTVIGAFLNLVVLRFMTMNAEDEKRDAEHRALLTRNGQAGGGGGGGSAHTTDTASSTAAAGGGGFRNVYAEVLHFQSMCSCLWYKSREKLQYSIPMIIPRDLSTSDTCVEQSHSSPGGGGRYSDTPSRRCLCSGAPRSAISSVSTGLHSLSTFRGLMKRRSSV
KCNQ1 pot = potentiates or activates the human KCNQ1 potassium channel; P51787; CHO-K1 KCNQ1, thallium flux FluxOR fluorescence; stronger effect = higher value; B-score at 10 µM; hit rate 0.35% among 310,000; AID 2648;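 active means fluorescence ratio B-score, a plate-corrected score, at least three library SD, with initial intensity B-score within 5 SD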
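Material: CHO-K1 cells stably expressing KCNQ1. Medium: assay buffer for compound exposure, DMSO matched across wells. Reagent: K+/Tl+ depolarizing stimulus. Compound dosing: single-concentration screen. Times: 37 °C overnight plating, 90-min dark dye load, 20-min compound pretreatment. Technique: FluxOR Tl+ flux fluorescence.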
The depositor's hits bear a star; i = inactive; . = not tested or not shown; & = joins results of further samples. Hits appear at their usual frequency; overall some 6.3% were active at least once.

Structure | KCNK9 inh | MrgX1 ag | hERG protect | ANO1 block | ANO1 activ | RGS4 inh | RGS4 act | MrgX1 allo act | KCNQ1 inh | KCNK3 block | KCNQ1 pot
Cc1cccc(NC(=O)C2(C)CC3c4ccccc4C2c2ccccc23)c1C (configuration not stated) | i | i | -13 | i | i | i | i | i | i | i | i
CCOc1ccc(C(C)NC(=S)NCc2ccc(Cl)cc2)cc1 (configuration not stated) | i | i | 3 | i | i | i | i | i | i | i | i
Cc1ccc(S(=O)(=O)N2CCN(C(=O)Cc3c(F)cccc3Cl)CC2)cc1 | i | i | -12 | i | i | i | i | i | i | i | i
COc1ccc(CNC(=O)CCCn2nc(C)c3c(C)n(-c4ccc(C)cc4)nc3c2=O)cc1OC | i | i | -13 | i | i | i | i | i | i | i | i
CCCn1c(N)c(N(CCOC)C(=O)c2ccc(N3CCCC3=O)cc2)c(=O)[nH]c1=O | i | i | -15 | i | i | i | i | i | i | i | i
O=C1C2C3C=CC(C3)C2C(=O)N1c1ccc(N2CCN(c3ccccn3)CC2)c([N+](=O)[O-])c1 (configuration not stated) | i | i | -8 | i | i | i | i | i | i | i | i
COc1ccc(N2C(S)=C(C#N)C(=O)NC23CCCCC3)cc1 | i | i | -13 | i | i | i | i | i | i | i | i
O=C(NCc1ccc(F)cc1)c1ccccc1OCc1ccccc1 | i | i | -6 | i | i | i | i | i | i | i | i
COc1ccc(CC(=O)n2nc(-c3ccc(Cl)cc3)nc2NCc2ccco2)cc1 | i | i | -6 | i | i | i | i | i | i | i | i
CC1(C)Oc2ccc(C(=O)N3CCCC3)cc2N(CC(=O)NCc2ccccc2)C1=O | i | i | -7 | i | i | i | i | i | i | i | i
Cc1ccc(CS(=O)(=O)Cc2ccc(C(=O)NCC3CCCO3)o2)cc1 (configuration not stated) | i | i | -10 | i | i | i | i | i | i | i | i
COc1ccc(-n2c(=O)c3c4c(sc3n(CC(=O)Nc3cc(C)[nH]n3)c2=O)CCC4)c(OC)c1 | i | i | -5 | i | i | i | i | i | i | i | i
CCC(C)N(C(=O)COC(=O)c1nc2nc(C)cc(C)n2n1)C1CCS(=O)(=O)C1 (configuration not stated) | i | i | -10 | i | i | i | i | i | i | i | i
CCCCNC(=O)C1CCN(S(=O)(=O)N2CCCCCC2)CC1 | i | i | -12 | i | i | i | i | i | i | i | i
CC1(C)Cc2c(c(N3CCCC3)nc3sc4c(N5CCN(CCO)CC5)ncnc4c23)CO1 | . | i | . | i | i | . | . | i | . | i | .
CCC(C)NC(=O)C1c2cc(OC)c(OC)cc2C(=O)N(C)C1c1ccc(OC)cc1 (configuration not stated) | i | i | -4 | i | i | i | i | i | i | i | i
COc1ccccc1/C=C(/NC(=O)c1ccc(Cl)cc1Cl)C(=O)O | i | i | -4 | i | i | i | i | i | i | i | i
COc1cc(NC(=S)N2CCN(CCO)CC2)cc(OC)c1 | i | i | -1 | i | i | i | i | i | i | i | i
Cc1ccc(NC(=O)c2cnccn2)c(OC(F)F)c1 | i | i | -11 | i | i | i | i | i | i | i | i
CCc1cccc(NC(=O)c2cccc3c2C(=O)N(C2CCCCC2)C3)c1 | i | i | -8 | i | i | i | i | i | i | -8.7* | i
CC1CCCCN1CCCNC(=O)CN1C(=O)CSc2ccc(S(=O)(=O)N3CCOCC3)cc21 (configuration not stated) | i | i | 0 | i | i | i | i | i | i | i | i
CNc1ccccc1C(C)(C)c1cc(-c2ccc(F)cc2)no1 | i | i | -5 | i | i | i | i | i | i | i | i
CCc1noc(C)c1C(=O)N1CC(C)OC(C)C1 (configuration not stated) | i | i | -7 | i | i | i | i | i | i | i | i
COC(=O)C[N+](C)(C)CC#Cc1ccccc1 | i | i | -6 | i | i | i | i | i | i | i | i
CCCOc1ccc(/C=N/NC(=O)c2c(-c3ccccc3)noc2C)cc1OC | i | i | -6 | i | i | i | i | i | i | i | i
COc1cccc2cc(C(=O)C3=C(O)C(=O)N(CCN4CCOCC4)C3c3ccc(C(C)(C)C)cc3)oc12 (configuration not stated) | i | i | -4 | i | i | i | i | i | i | i | i
CC(CCN1CCN(c2ccccc2)CC1)c1ccccc1 (configuration not stated) | i | i | 2 | i | i | i | i | i | i | i | i
COc1ccc(Nc2nc(N/N=C/c3ccc(N(C)C)cc3)nc(C)c2[N+](=O)[O-])cc1 | i | i | -7 | i | i | i | i | i | i | i | i
CCN(CC)S(=O)(=O)c1cccc(NC(=O)c2ccc(Sc3nncn3C)c([N+](=O)[O-])c2)c1 | i | i | -9 | i | i | i | i | i | i | i | i
N=c1c2c3c(sc2ncn1CCCO)CCCC3 | i | i | -3 | i | i | i | i | i | i | i | i
O=C(Nc1ccccc1C(F)(F)F)N1CCC(N2CCCCC2)CC1 | i | i | -5 | i | i | i | i | i | i | i | i
O=C(O)C1(c2ccccc2)CCN(S(=O)(=O)c2cccs2)CC1 | i | i | 5.2* | i | i | i | i | i | i | i | i
CCN=C1SC(C(=O)Nc2ccccc2)CC(=O)N1CC (configuration not stated) | i | i | 1 | i | i | i | i | i | i | i | i
CN(C)CCNC(=O)/C(=N\O)c1ccccn1 | i | i | -5 | i | i | i | i | i | i | i | i
COc1ccc(CC(=O)NNC(=S)NCC2CC2)cc1OC | i | i | -8 | i | i | i | i | i | i | i | i
CC(C)OCCCN1CN(S(=O)(=O)c2ccc(Cl)cc2)c2nc3ccccc3nc21 | i | i | 0 | i | i | i | i | i | i | i | i
CN(CC(=O)Nc1ccc(SC(F)F)cc1)C1CCCCC1 | i | i | -14 | i | i | i | i | i | i | i | i
O=C(N/N=C/C=N/NC(=O)c1ccco1)c1ccco1 | i | i | -4 | i | i | i | i | i | i | i | i
O=C(COc1ccccc1)N1CCN(c2ncccn2)CC1 | i | i | -20 | i | i | i | i | i | i | i | i
Cc1ccc(C)c(CN2CCC(n3nccc3NC(=O)CCCc3ccccc3)CC2)c1 | i | i | -5 | i | i | i | i | i | i | i | i
CCc1c(C2(O)CCCCC2)[nH]c2ccc(C(F)(F)F)cc12 | i | i | -6 | i | i | i | i | i | i | i | i
C/C(CC1CC(C)OC1=O)=N\NC(N)=S (configuration not stated) | i | i | -8 | i | i | i | i | i | i | i | i
COc1ccc(C(=O)CSc2nnc(CNc3ccc(C)cc3C)n2Cc2ccco2)cc1 | i | i | -14 | i | i | i | i | i | i | i | i
Clc1ccccc1N=C1SCCS1 | i | i | -9 | i | i | i | i | i | i | i | i
CCOc1cc(CO)c(Br)cc1OCC(=O)O | i | i | -2 | i | . | i | i | i | i | . | i
O=C(CN1CCC(n2nnc3cc(F)ccc32)CC1)N1CCCc2ccccc21 | i | i | -7 | i | i | i | i | i | i | i | i
CC1(c2ccc3ccccc3c2)NC(=O)N(CC(=O)O)C1=O (configuration not stated) | i | i | -13 | i | i | i | i | i | i | i | i
COC(=O)c1cc(NC(=O)CC2CCCC2)cc(C(=O)OC)c1 | i | i | -15 | i | i | i | i | i | i | i | i
NC(=O)C1CCN(C(=O)CCC(=O)c2ccc(Br)cc2)CC1 | i | i | -3 | i | i | i | i | 8.7* | i | i | i
CC(C)CCNC(=O)NC(=O)COC(=O)c1cc(S(=O)(=O)N2CCOCC2)ccc1N1CCCCC1 | i | i | -2 | i | -12* | i | i | i | i | i | i

(more compounds)
Structure | KCNK9 inh | MrgX1 ag | hERG protect | ANO1 block | ANO1 activ | RGS4 inh | RGS4 act | MrgX1 allo act | KCNQ1 inh | KCNK3 block | KCNQ1 pot
CCOC(=O)N1CCN(c2ccc(C(F)(F)F)cn2)CC1 | i | i | -4 | i | i | i | i | i | i | i | i
COc1ccc(Cc2c(O)nc(SCC(=O)N3CCCCCC3)[nH]c2=O)cc1 | i | i | -2 | i | i | i | i | i | i | i | i
Cc1cccc(N(CC(=O)NC2CCCC2)C(=O)CCCC(=O)Nc2ccccn2)c1 | i | i | -4 | i | i | i | i | i | i | i | i
O=C(O)CCC(=O)N1CCc2cc(S(=O)(=O)N3CC=C(c4ccccc4)CC3)ccc21 | i | i | -15 | i | i | i | i | i | i | i | i
O=C1c2ccccc2NC(c2ccc([N+](=O)[O-])cc2)N1O (configuration not stated) | i | i | -6 | i | i | i | i | i | i | i | i
Cc1cc(C(=O)NC(CC(C)C)C(=O)O)cc(C)c1[N+](=O)[O-] (configuration not stated) | i | i | -8 | i | i | i | i | i | i | i | i
Cc1ccc(NC(=O)CCNS(=O)(=O)c2ccc3c(c2)CCC(=O)N3)c(Br)c1 | i | i | -9 | i | i | i | i | i | i | i | i
Cc1ccc(C(C)C)c(OCC(=O)NN=C2CCCC2)c1 | i | i | -17 | i | i | i | i | i | i | i | i
N#Cc1ccc(CSc2nc(N)cc(=O)[nH]2)cc1 | i | i | 4 | i | i | i | i | i | i | i | i
CCOC(=O)/C(=N\NC(=O)c1ccccc1)c1ccccc1 | i | i | -7 | i | i | i | i | i | i | i | i
CC12CC(O)C3c4ccc(O)cc4CCC3C1CCC2=O (configuration not stated) | i | i | -6 | i | i | i | i | i | i | i | i
CN(C)CC(C)(C)CNS(=O)(=O)c1ccc(Cl)c(Cl)c1 | i | i | -2&0 | i | i | i | i | i | i | i | i
O=C(Nc1ccc(-n2nncc2-c2ccco2)cc1)c1cccc(F)c1 | i | i | -9 | i | i | i | i | i | i | i | i
O=C(O)Cn1nnc(-c2ccc(OCc3ccccc3Cl)cc2)n1 | i | i | -3 | i | i | i | i | i | i | i | i
Cc1csc(SCC(=O)N2CCN(S(=O)(=O)c3ccc(Cl)cc3)CC2)n1 | i | i | -13 | i | i | i | i | i | i | i | i
COc1ccc(Cl)cc1NC(=O)CN(c1ccccc1)S(=O)(=O)N(C)C | i | i | -2 | i | i | i | i | i | i | i | i
C=CCN(c1ccccc1)S(=O)(=O)c1cccc(C(=O)NCC(c2ccc(F)cc2)N2CCOCC2)c1 (configuration not stated) | i | i | -17 | i | i | i | i | i | i | i | i

Bioassay records deposited in PubChem BioAssay by Johns Hopkins Ion Channel Center.
